# GRP78 ERSR act: ER stress response induction in glioma | U87-MG GRP78 promoter luciferase reporter, 16 h | Potency, µM, without a hit: at the highest dose activation, usual class: activators | 420,000 tested, 0.02% active | AID 602332; note: potency is the fitted concentration of half-maximal effect; series mostly up to about 76 µM; % of control where 0% means no effect; nearly all actives have a fitted effect of over 35% in size
#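 ERSR induction read as luciferase luminescence (Bright-Glo, 10 min at room temperature) in stably transfected human U87-MG glioma cells exposed to compounds for 16 h, using GRP78 as sensor.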
# RGS4 inhibitor: human RGS4 inhibition. P49798. Transcreener GDP fluorescence polarization, RGS4-accelerated GTP hydrolysis. Potency, µM (titrated, usually from 114 µM), for inactives: top-dose activity change, negative = inhibition, actives largely listed as inhibitors. 390,000 tested, 0.039% active; note: potency is the fitted concentration of half-maximal effect; % is set by controls: 0 for no effect and ±100 for the full control effect; nearly all actives have a fitted effect of over 75% in size; some results filed as inactive show a strong effect at the top dose
# Target sequence (P49798 whole entry, looked up): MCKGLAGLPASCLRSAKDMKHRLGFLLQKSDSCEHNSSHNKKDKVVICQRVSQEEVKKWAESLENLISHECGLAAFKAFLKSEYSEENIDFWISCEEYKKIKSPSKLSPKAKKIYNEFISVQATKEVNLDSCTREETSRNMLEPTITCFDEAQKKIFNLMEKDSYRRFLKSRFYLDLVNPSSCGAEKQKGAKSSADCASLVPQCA
#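 MLSMR compounds (23 nl, pin-transferred) preincubated 10 min at room temperature with a 500nM (2x) first reagent, then RGS4 at 900nM (2x) plus Transcreener GDP mix added; fluorescence polarization (620/688 nm) read before and after 90 min at 30 °C.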
# mIDH1 inhibitor: human IDH1 R132H inhibition; O75874; IDH1-R132H enzyme, NADPH consumption, diaphorase/resazurin fluorescence; Potency, µM (series often up to 76.6 µM), inactives show at the top dose activity change, negative = inhibition, most hits filed as inhibitors; 390,000 tested, 0.093% active; note: potency is the fitted concentration of half-maximal effect; % is set by controls: 0 for no effect and ±100 for the full control effect; nearly all actives have a fitted effect of over 65% in size
#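 IDH1-R132H (0.5 ug/mL) preincubated 30 min with compound, then NADPH (0.016 mM) and alpha-KG (2 mM) added; 80 min at RT, pH 7.5. Remaining NADPH coupled via diaphorase/resazurin to fluorescence (540/590 nm); concentration-response curves normalized to no-enzyme control.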
# Vif-A3F inh: inhibitors of Vif-A3F interaction | HeLa A3F-eYFP + Vif (tagged APOBEC3F with the HIV-1 protein that degrades it), YFP fluorescence increase | Potency, µM (top dose mostly 46.1 µM), without a hit: top-dose activity, negative = active | 390,000 tested, 0.2% active; note: potency is the fitted concentration of half-maximal effect; % of control where 0% means no effect; nearly all actives have a fitted effect of over 65% in size
#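 HeLa cells stably expressing Vif plus C-terminally eYFP-tagged A3F were seeded, incubated overnight at 37 deg C, dosed with compound, incubated overnight again at 37 deg C. Yellow fluorescence (Ex 488/Em 500-530) reported blocked Vif-mediated A3F-eYFP degradation.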
# TrxR1 inh: rat TrxR1 inhibition | O89049 | 390,000 tested, 1% active | Potency, µM (highest dose often 114 µM), for inactives: at the highest dose activity change, negative = inhibition, usual class: inhibitors | recombinant rTrxR1, NADPH fluorescence consumption, selenite substrate; note: potency is the fitted concentration of half-maximal effect; % is set by controls: 0 for no effect and ±100 for the full control effect; nearly all actives have a fitted effect of over 65% in size
#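 Rat TrxR1 (90 nM in the dispensed reagent) was pre-reduced with 400 uM NADPH for 5 min at room temperature, then incubated with compound for 15 min. After 400 uM selenite was added, NADPH fluorescence (Ex 340/Em 450 nm) was followed for 8 min.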
# Vif-APOBEC3G blk: blocks the Vif interaction with human APOBEC3G; Q9HC16; HeLa A3G-eYFP + Vif (tagged APOBEC3G with the HIV-1 protein that degrades it), YFP fluorescence, overnight; Potency, µM (doses to about 46.1 µM), inactives show at the top dose activity, negative = active, actives largely listed as inhibitors; 410,000 tested, 0.076% active;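 note: potency is the fitted concentration of half-maximal effect; % is set by controls: 0 for no effect and ±100 for the full control effect; nearly all actives have a fitted effect of over 60% in size; hits raise eYFP signal because A3G escapes Vif-driven loss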
#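 HeLa cells stably expressing Vif and C-terminally eYFP-tagged A3G, seeded overnight at 37 deg C, then exposed to compound by pintool overnight at 37 deg C. Rise in yellow fluorescence (Ex 488/Em 500-530, Acumen) marks blocked Vif-driven A3G degradation.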
# TrxR1 substrate: substrates of rat thioredoxin reductase 1; purified TrxR1 substrate turnover, NADPH consumption readout; O89049; Potency, µM (highest dose often 114 µM), for inactives: top-dose activity change, negative = substrate turnover; 390,000 tested, 0.01% active; note: potency is the fitted concentration of half-maximal effect; % is set by controls: 0 for no effect and ±100 for the full control effect; nearly all actives have a fitted effect of over 50% in size
#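 Rat TrxR1, dispensed at 90 nM, was prereduced with 400 uM NADPH (final) for 5 min at ~22 deg C, then incubated with compound 15 min before 400 uM selenite. A first-read NADPH fluorescence drop versus no-compound background flagged substrates.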
# LDHA inh: blocks human lactate dehydrogenase A. P00338. purified LDHA, NADH/diaphorase-resazurin fluorescence; stronger effect = lower value. activity change, % (values are at about 110 or 230 µM). 480,000 tested, 0.15% active. AID 1347041; in the data active = activity change below about -30%; inconclusive = mostly about -25% to -30%;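 note: plate controls were DMSO wells for no effect and wells without enzyme for full effect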
#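 Resorufin fluorescence (ex540/em590), read at 0 and 20 min after diaphorase/resazurin addition, reports the NADH left after a 5 min room-temperature reaction of 2 nM human LDH5 with 0.06 mM NADH and 0.2 mM pyruvate.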
# USP1 inh: inhibitors of human USP1/UAF1 deubiquitinase; O94782; recombinant USP1/UAF1, Ub-Rhodamine cleavage fluorescence; Potency, µM (top dose mostly 57.1 µM), for the others: at the top dose activity change, negative = inhibition, hits mostly inhibitors; 390,000 tested, 0.23% active; AID 743255; note: potency is the fitted concentration of half-maximal effect; % is set by controls: 0 for no effect and ±100 for the full control effect; nearly all actives have a fitted effect of over 60% in size; inactives centre near -12
# Target sequence (O94782 whole entry, looked up): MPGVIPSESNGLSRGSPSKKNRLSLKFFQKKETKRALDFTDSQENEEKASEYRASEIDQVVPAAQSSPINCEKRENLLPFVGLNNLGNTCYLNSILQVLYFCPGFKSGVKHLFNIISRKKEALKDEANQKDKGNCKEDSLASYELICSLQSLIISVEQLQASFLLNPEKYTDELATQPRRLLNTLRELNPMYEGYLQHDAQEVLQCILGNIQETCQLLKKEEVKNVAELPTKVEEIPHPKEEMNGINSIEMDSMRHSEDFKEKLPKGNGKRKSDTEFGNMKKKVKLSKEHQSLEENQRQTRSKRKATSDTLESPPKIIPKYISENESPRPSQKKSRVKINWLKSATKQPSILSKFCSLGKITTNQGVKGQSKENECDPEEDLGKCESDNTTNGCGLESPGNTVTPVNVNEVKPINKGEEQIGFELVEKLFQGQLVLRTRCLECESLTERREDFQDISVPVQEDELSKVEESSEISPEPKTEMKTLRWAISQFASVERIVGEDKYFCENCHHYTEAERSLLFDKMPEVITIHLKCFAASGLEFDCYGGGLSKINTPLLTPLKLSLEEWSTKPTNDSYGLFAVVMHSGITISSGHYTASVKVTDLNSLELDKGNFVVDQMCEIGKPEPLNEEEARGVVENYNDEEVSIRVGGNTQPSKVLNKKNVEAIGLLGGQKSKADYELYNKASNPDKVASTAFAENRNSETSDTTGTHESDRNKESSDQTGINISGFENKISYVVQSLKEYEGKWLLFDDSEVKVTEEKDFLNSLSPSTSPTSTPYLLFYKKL
#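 High-throughput fluorogenic screen: 1nM USP1/UAF1 complex, Ub-Rho substrate 150nM final, 50mM HEPES pH 7.8 with 0.5mM EDTA, 0.1 mg/ml BSA, 1mM TCEP and 0.01% Tween-20.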
# An asterisk follows results filed as active; ? = inconclusive; . = no result given; & = joins results of further samples; [ ] = remark or other dose. Unless noted, calls come from the whole dose curve; as a rule, active = well fitted curve in the direction sought with a large enough effect; inconclusive = small, poorly fitted or top-dose-only effect, or another doubt; inactive = no such curve, though single readings can be large; an effect the other way counts as inactive or inconclusive. This is a subset, so the mix of outcomes need not match the whole.
nr	compound	Vif-APOBEC3G blk	USP1 inh	TrxR1 inh	LDHA inh	GRP78 ERSR act	Vif-A3F inh	mIDH1 inhibitor	RGS4 inhibitor	TrxR1 substrate
1	COC(=O)C(C)Sc1nnc(Cc2cc(=O)[nH]c(=O)[nH]2)n1-c1ccc(OC)cc1 (stereo not given)	-1%	-27%	-24%	-3	-4%	0%	-3%	4%	-10%
2	C=CCN1C(=O)C(O)(CC(=O)c2ccc(-n3cccc3)cc2)c2ccccc21 (stereo not given)	1%	-17%	-7%	-8	-1%	-5%	1%	-7%	1%
3	Cc1ccsc1/C=N/NC(=O)C1CC(=O)N(c2ccc(F)cc2)C1 (stereo not given)	2%	-21%	16%	-5	-4%	8%	6%	2%	0%
4	O=C(OCc1ccco1)c1ccc2c(c1)N(Cc1ccc([N+](=O)[O-])cc1)C(=O)c1ccccc1S2	-7%	-33%	10%[57.1 µM]	0	-2%	-1%	-11%	-13%	-5%[57.1 µM]
5	CCn1c(=O)c([N+](=O)[O-])c(N2CCOCC2)c2ccccc21	-4%	-22%	-14%	-4	-6%	1%	2%	12%	-12%
6	O=C(C1CCCCC1)N1CCC(c2nc3c(nnn3Cc3ccccc3Cl)c(=O)[nH]2)CC1	1%	-19%	13%	-3	-3%	-8%	-1%	-23%[56.9 µM]	-5%
7	Cc1[nH]n(-c2ccccc2)c(=O)c1/C=N/N(c1ccccc1)c1ccccc1	2%	-12%	15%[57.1 µM]	2	-3%	4%	6%	?	-8%
8	Cc1c(NC(=O)Nc2ccc3c(c2)OCO3)cccc1[N+](=O)[O-]	-1%	-6%	-3%	5	-1%	-1%	0%	31%	-4%
9	N#Cc1cn(N2CCCCC2)c(=O)[nH]c1=O	0%	-22%	15%	-10	5%	14%	6%	-20%	7%
10	CC1CCCN(C(=O)C2CCN(CCCc3ccccc3)CC2)C1 (stereo not given)	1%	-24%	9%	-12	-1%	.	1%	30%	2%
11	COC(=O)c1ccc(CNC(=O)Cn2cnc(C(=O)Nc3ccc(C)c(C)c3)n2)cc1	-1%	-21%	20%	-11	0%	0%	-8%	4%	4%
12	O=c1c2[nH]c3ccccc3c2ncn1Cc1ccco1	1%	-14%	-7%	-8	0%	-2%	3%	-1%	9%
13	COc1ccc(C2CC(c3ccc([N+](=O)[O-])cc3)=NN2C(C)=O)cc1 (stereo not given)	-5%	-5%	?	2	3%	-16%	-10%	29%[56.9 µM]	-17%
14	COc1ccc(CNc2ccc([N+](=O)[O-])cc2C)cc1	-6%	-27%	17%	-1	-3%	17%	0%	?	-3%
15	S=c1[nH]nc(C2CCCCC2)n1/N=C/c1ccccn1	10%	-5%	-30%	0	-3%	3%	0%	-26%	-11%
16	COC(=O)c1sccc1NC(=S)Nc1ccc(C)cc1	-3%	-1%	0%[57.1 µM]	0	1%	-4%	9%	3%	4%[57.1 µM]
17	O=C1CC(Cc2ccccc2)C(=O)N1c1ccc(Cl)cn1 (stereo not given)	0%	-5%	-6%	-4	-5%	-8%	2%	-5%	-8%
18	Cc1cc(C)c(S(=O)(=O)N2CCOC2CNC(=O)C(=O)NCCCN2CCCC2=O)c(C)c1 (stereo not given)	2%	-17%	-8%	-4	-2%	-8%	2%	-8%	-8%
19	COc1ccc(NC(=O)CCC(=O)c2cccs2)c(OC)c1	0%	-22%	-7%	2	5%	-4%	10%	-3%	3%[0.457 µM]
20	Cc1ccc(C)c(Nc2nc3nonc3nc2N2CCOCC2)c1	3%	-8%	-3%	-4	-5%	-16%	0%	-2%	-3%
21	O=C(O)/C=C/c1ccc2ccccc2c1	-3%	.	22%	-6	-1%	.	.	.	126%[activator]
22	COc1ccc(-c2cn(CC3CCCCC3)nn2)cc1	-1%&1%	-15%	5%[57.1 µM]	-8	4%&2%	-2%	-1%	24%	4%[57.1 µM]
23	Cc1cccc(C)c1NC(=O)CN1CCN(C(=O)CN2C(=O)NC3(CCCCC3C)C2=O)CC1 (stereo not given)	-1%	9%	-6%[57.1 µM]	-1	2%	7%	0%	12%	-6%[57.1 µM]
24	CCC(NS(=O)(=O)c1ccc(C)cc1)C(=O)N1CCOCCOCCOCCOCC1 (stereo not given)	-1%	-18%	34%[57.1 µM]	-6	-3%	-1%	-4%	-20%	12%[57.1 µM]
25	Cc1onc(C(=O)N2CCN(C(c3ccccc3)c3ccccc3)CC2)c1[N+](=O)[O-]	-5%	-20%	4%[57.1 µM]	0	-6%	-2%	11%	-21%	-12%[57.1 µM]
26	CC(CCc1ccccc1)N1CCN(Cc2ccccc2)CC1 (stereo not given)	0%	-22%	18%	-31*	-3%	1%	3%	-7%	5%[0.0914 µM]
27	CSCc1cc(N(C)c2ccccc2)nc(-c2ccccc2)n1	0%	-18%	28%	-3	-7%	-11%	-3%	-16%	4%
28	c1ccc(-c2nnc(N3CCOCC3)nc2-c2ccccc2)cc1	-2%	-10%	-8%[57.1 µM]	2	2%	1%	6%	-31%	-5%[57.1 µM]
29	CNC(=S)N(CCc1ccc(OC)c(OC)c1)C1CC(=O)N(c2ccccc2)C1=O (stereo not given)	-2%	?	9%[57.1 µM]	2	4%	5%	3%	-11%	0%[57.1 µM]
30	Cc1ccc(/C=N\NC(=O)Cn2c(C)nc3ccccc32)o1	0%	-17%	2%	7	-7%	-7%	3%	-31%[56.9 µM]	-6%
31	O=C(c1cc(-c2ccc(F)cc2)no1)N1CCN(Cc2ccc3c(c2)OCO3)CC1	0%	-12%	9%[57.1 µM]	-1	-6%	2%	12%	-6%	1%[57.1 µM]
32	COc1cc(NC(=O)CSc2nc3nc(C)c(Cc4ccccc4)c(C)n3n2)cc(OC)c1	-2%	?	4%[57.1 µM]	3	-1%	1%	0%	-4%	2%[57.1 µM]
33	CC(=O)c1c(C)[nH]c(C(=O)OCC(=O)Nc2ccc(Cl)c(S(=O)(=O)N(C)C)c2)c1C	-7%	-8%	12%	-2	-3%	7%	-4%	-1%	-8%
34	CC1CC(NC(=O)c2cnc3n(c2=O)CCS3)CC(C)(C)C1 (stereo not given)	8%	-11%	5%[57.1 µM]	0	0%	-1%	0%	-13%	4%[57.1 µM]
35	COC(=O)c1ccccc1NC(=O)c1cc(-c2ccc(Cl)cc2)on1	-2%	-19%	9%	-11	-1%	1%	-24%	24%	-1%
36	COCCOC(=O)C1=C(C)N=C2SCCC(=O)N2C1c1ccc(OC(=O)c2ccco2)cc1 (stereo not given)	-4%	-11%	9%	-6	-5%	-9%	3%	-11%	1%
37	O=C(CSc1nc2c([nH]c3ccccc32)c(=O)n1-c1ccccc1)N1CCc2ccccc21	5%	3%	35%[57.1 µM]	-8	-1%	0%	-4%	24%	4%[57.1 µM]
38	Cn1cccc1/C=N/NC(=O)C(O)c1ccccc1 (stereo not given)	-1%	-11%	-18%	-12	-2%	-8%	1%	-2%	-10%
39	C=CCn1c(N2CCCCCC2)nc2c1c(=O)[nH]c(=O)n2C	0%	-23%	16%	0	-3%	2%	2%	-13%	-8%
40	Cc1cnc(C(=O)OCC(=O)Nc2cc(S(=O)(=O)N3CCCCC3)ccc2Cl)cn1	3%	-16%	8%[57.1 µM]	-3	-5%	4%	-7%	-14%	-3%[57.1 µM]
41	CCOc1ccc(/C=C/c2nc(C#N)c(Nc3ccc(OCC)cc3)o2)cc1	-5%	-10%	7%	3&3	0%	1%	20%	-24%	-1%
42	Cc1ccccc1C(=O)N1CCN(c2ccc(NC(=O)c3ccc4c(c3)OCCO4)cc2)CC1	1%	-6%	-5%	-3&1	-5%	1%	-3%	-3%	-1%
43	CC(=O)N1CCN=C1SCc1c(F)cccc1Cl	2%	1%	17%	-10	-3%	-9%	0%	-4%	-3%
44	C(#Cc1ccc(C#CCN2CCCC2)cc1)CN1CCCC1	6%	-20%	4%	0	-2%	7%	5%	-38%	2%
45	Cc1ccc(S(=O)(=O)N2CCCCC2)cc1C(=O)NC1CCCCC1	-2%	-11%	7%	-1	-3%	1%	7%	-11%	2%[0.457 µM]
46	CC(C)c1nc(N2CCN(C(=O)c3ccccc3)CC2)c(C#N)c2c1COC(C)(C)C2	3%	-16%	0%[57.1 µM]	-6	-5%	9%	?	8%	35%[57.1 µM]
47	COc1ccc(C2/C=C\CN(S(=O)(=O)c3cccc4cccnc34)CC(=O)N2Cc2ccc(F)cc2)cc1 (stereo not given)	1%&1%	-12%	10%&20%	-10	-5%&-5%	-1%	-3%	-2%&14%	-4%&-4%
48	COc1cc([N+](=O)[O-])ccc1NC(=O)COC(=O)C1=NN(c2ccccc2)C(=O)CC1	0%	-10%	-7%	1	0%	-5%	13%	-2%	-1%
49	CCCCn1nc2cc(C(=O)N(CC)c3ccc(OC)cc3)ccc2c1OCC	1%	-24%	9%	2	-1%	0%	12%	-14%	24%[57.1 µM]
50	O=S(=O)(Nc1nc(-c2sccc2Cl)cs1)c1cc(Cl)ccc1Cl	-16%	?	21%[57.1 µM]	8	7%	4%	2%	-22%	0%[57.1 µM]

# Screening data deposited in PubChem by National Center for Advancing Translational Sciences (NCATS).
